Source: PubChem BioAssay
Efflux pump mplx: antifungal efflux pump inhibition, Nile Red retention; inhibition, % at 10 µM; S. cerevisiae Candida pump triplex; AID 485275; 330,000 compounds, 0.44% hits;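 active = plate passing quality check with inhibition over a set limit, or well fluorescence over plate mean plus 4 SD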;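 also: Nile Red retained in pooled yeast measured as flow cytometry median fluorescence; 0% = buffer negative control and 100% = Enniatin B positive control; higher means more Nile Red kept so more efflux inhibition; some compounds called inactive have numbers as strong as hits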
CIT2-GFP yeast: alters CIT2-GFP fluorescence in TOR pathway yeast screen; 320,000 compounds, 0.065% hits; AID 2029; GFP response vs DMSO, % at 10 µM; S. cerevisiae CIT2-GFP strain, flow cytometry, 3 h; 100 means same as DMSO wells;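 active = GFP response relative to DMSO above a set limit, near the screen mean plus 3 SD, cut at about 150% in these data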;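 also: ratio of well median GFP fluorescence to mean of DMSO wells on the plate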
AGP1-GFP MLPCN: modulators of TOR pathway AGP1-GFP in S. cerevisiae; S. cerevisiae AGP1-GFP multiplex flow cytometry, 3 h; GFP as percent of DMSO wells; GFP response vs DMSO, % at 10 µM; 320,000 compounds, 0.02% hits; AID 2066;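 active = GFP response relative to DMSO above a set limit, near screen average plus 3 SD, cut at about 150% in these data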;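 also: median GFP channel fluorescence of the gated AGP1 strain per well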
RPL19A-GFP yeast: modulators of TOR pathway RPL19A-GFP in S. cerevisiae | percent response vs DMSO, % at 10 µM | 330,000 compounds, 0.3% hits | AID 2025 | S. cerevisiae RPL19A-GFP strain, flow cytometry, 3 h; stronger effect = lower value;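 active = percent response vs DMSO below 50%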;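 also: median channel GFP fluorescence of the barcoded RPL19A-GFP strain; ratio of sample median GFP to plate DMSO average so 100% = DMSO; lower means less RPL19A-GFP as with rapamycin TOR inhibition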
CR mimetic SO: lowers age-related superoxide in aged yeast cells; S. cerevisiae aged cells, superoxide DHE fluorescence; stronger effect = lower value; superoxide response (% of plate mean), % at 10 µM; 330,000 compounds, 0.18% hits;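 active = superoxide response under a set limit, about three screen SD below normal, cut at about 65% in these data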;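 also: yeast aged for seven days with compound at 30 °C before DHE staining; 100% = average MFI of all compound-treated wells on the plate with controls excluded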
MEP2-GFP yeast: yeast TOR pathway MEP2-GFP modulation | AID 2016 | GFP response vs DMSO, % at 10 µM | S. cerevisiae MEP2-GFP strain, flow cytometry GFP, 3 h; 100% = DMSO control level | 330,000 compounds, 0.51% hits;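 active = GFP response versus DMSO above a set limit, roughly screen mean plus 3 SD, cut at about 180% in these data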;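 also: median GFP fluorescence of the barcode-gated MEP2-GFP cells per well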
AHR act: human AHR activation; AHR-responsive luciferase reporter cells, luminescence; 320,000 compounds, 2.5% hits; P35869; activation, % at 5 µM; in the data active = activation above about 47%;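 also: 0% = vehicle wells and 100% = reference agonist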
Target sequence (P35869 whole entry, looked up): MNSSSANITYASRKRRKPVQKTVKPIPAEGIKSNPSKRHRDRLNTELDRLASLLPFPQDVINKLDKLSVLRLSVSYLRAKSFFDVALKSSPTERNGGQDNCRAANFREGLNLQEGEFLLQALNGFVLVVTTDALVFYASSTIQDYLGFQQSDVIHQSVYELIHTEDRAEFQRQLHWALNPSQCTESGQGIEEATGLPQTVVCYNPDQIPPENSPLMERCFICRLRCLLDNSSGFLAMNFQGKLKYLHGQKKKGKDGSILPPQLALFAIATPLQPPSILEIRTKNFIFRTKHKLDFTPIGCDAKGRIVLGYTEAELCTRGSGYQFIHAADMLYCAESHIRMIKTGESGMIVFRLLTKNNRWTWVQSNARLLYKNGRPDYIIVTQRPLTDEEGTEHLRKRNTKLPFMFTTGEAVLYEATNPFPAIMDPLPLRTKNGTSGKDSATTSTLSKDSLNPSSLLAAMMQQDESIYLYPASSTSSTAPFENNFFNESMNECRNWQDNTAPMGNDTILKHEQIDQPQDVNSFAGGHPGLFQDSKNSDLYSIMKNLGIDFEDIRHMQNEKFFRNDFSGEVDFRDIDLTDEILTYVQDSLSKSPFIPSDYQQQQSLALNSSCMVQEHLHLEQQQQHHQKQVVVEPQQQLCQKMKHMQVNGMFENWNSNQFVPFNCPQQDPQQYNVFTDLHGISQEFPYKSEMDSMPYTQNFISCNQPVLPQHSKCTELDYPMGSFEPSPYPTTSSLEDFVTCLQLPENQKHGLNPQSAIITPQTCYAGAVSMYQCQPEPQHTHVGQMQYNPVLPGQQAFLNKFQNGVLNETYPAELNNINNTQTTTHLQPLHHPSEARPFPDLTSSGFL
LAP4 TOR yeast: modulators of TOR pathway LAP4-GFP in S. cerevisiae; S. cerevisiae LAP4-GFP multiplex, flow cytometry GFP, 3 h; median GFP as percent of DMSO wells; GFP response vs DMSO, % at 10 µM; 320,000 compounds, 0.34% hits; AID 2023;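 active = GFP response vs DMSO above a set limit, about the screen mean plus 3 SD, cut at about 150% in these data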
Starred values were filed as active, the others as inactive; x = no result given.

SMILES	Efflux pump mplx	CIT2-GFP yeast	AGP1-GFP MLPCN	RPL19A-GFP yeast	CR mimetic SO	MEP2-GFP yeast	AHR act	LAP4 TOR yeast
COc1ccc(OC)c(NC(=O)c2cc(-c3cc(C)c(C)cc3O)n[nH]2)c1	0.1	94.5	102.8	99.1	86.9	101.6	12.5	104.7
Cc1ccc2cc(/C=N/NC(=O)c3ccc(F)cc3)c(Cl)nc2c1	-0.1	96.9	100.0	98.7	97.3	97.9	11.9	98.2
CN1C(C(=O)NCc2cccc(Br)c2)CC2Cn3c(nc4ccccc43)C21 (stereo not drawn)	-0.1	100.6	103.7	96.8	100.6	101.2	0.9	93.6
COc1cccc(N(C(=O)CS(=O)CC(=O)Nc2ccc(F)cc2)C(C(=O)NC2CCCCC2)c2cccs2)c1 (stereo not drawn)	0.5	94.6	100.3	104.7	98.3	100.4	0.1	98.9
O=C(NO)c1ccc(C(=O)N(C2CCCCC2)C2CCCCC2)cc1	-0.1	x	90.3	95.4	98.4	100.5	5.1	101.4
CC1CCCC(C)N1CC(O)COCc1ccccc1 (stereo not drawn)	0.0	102.9	101.5	101.5	81.8	106.1	1.0	94.9
CC(C)CCN1C(=O)c2ccc(C(=O)NCc3ccco3)cc2C1=O	-0.3	93.2	90.0	97.0	95.1	95.2	19.2	99.0
COc1ccc2c(c1)CCC1C2=NN(/C(C)=C\C(C)=O)C1c1ccc(F)cc1 (stereo not drawn)	0.1	103.9	99.0	105.4	122.6	107.3	60.1*	104.3
CC(C)(C)c1cc(C(=O)O)n[nH]1	0.0	103.8	102.1	100.3	96.8	103.1	-4.5	101.9
CC(C)(Oc1ccc(Cl)cc1)C(=O)NC1=NN(c2ccccc2)C(=O)C1	-14.9	104.1	99.0	101.7	112.3	98.7	-0.9	100.8
COCCN(CC(=O)NC1CCCCC1)C(=O)CSc1nc2ccccc2o1	-0.1	103.9	103.1	103.0	96.9	102.2	0.8	95.9
CCOC(=O)CC1(NC(=O)c2cc(COc3cccc(OC)c3)on2)CCCCC1	0.4	87.8	94.3	99.1	109.1	95.3	3.9	103.5
COc1ccc(N2CCN(Cc3nnnn3C3CCCCC3)CC2)cc1	0.0	91.0	89.6	94.7	102.9	93.6	0.4	94.7
COc1ccc(NC(=O)C2C3C=CC(C3)C2C(=O)NCc2ccco2)cc1 (stereo not drawn)	0.1	102.8	103.6	101.5	99.1	104.0	0.8	101.2
CC(NCC(=O)Nc1cc(S(=O)(=O)N2CCCCCC2)ccc1Cl)c1ccccc1 (stereo not drawn)	0.0	102.5	101.7	101.8	115.8	106.6	2.4	93.8
COc1cccc(NC(=O)c2ccccc2)c1	-0.2	95.2	104.2	102.2	97.5	105.3	8.6	106.3
Cc1ccc(C2(C)NC(=O)N(CC(=O)Nc3ccccc3C(=O)NC3CCCC3)C2=O)cc1 (stereo not drawn)	0.0	101.6	94.4	98.2	97.6	99.3	0.5	102.6
O=C(O)/C=C/C(=O)NNC(=O)c1cc(-c2ccccc2)n[nH]1	0.0	94.0	105.7	95.7	95.6	101.8	9.2	97.6
CCCCCOC(=O)C1C(c2ccccc2)C(C(=O)O)C1c1ccccc1 (stereo not drawn)	0.0	84.6	90.4	102.7	89.8	95.6	-1.9	92.5
Cc1[nH][nH]c(=O)c1C(c1ccc(F)cc1)c1c(C)[nH][nH]c1=O	0.0	100.5	85.8	101.7	117.3	97.4	-1.5	103.6
O=C(Nc1cccnc1)c1cc2c(s1)-c1ccccc1OC2	0.0	87.5	96.8	99.3	122.1	100.0	3.1	101.3
COc1cccc(CN2CC(C(=O)NCCCc3ccc(C)cc3)CCC2=O)c1 (stereo not drawn)	0.0	96.0	94.6	90.5	83.6	94.2	-0.7	90.6
COc1cccc(C2C(C#N)=C(N)N(N(C)C)C3=C2C(=O)CCC3)c1 (stereo not drawn)	-0.2	93.5	94.4	102.2	105.1	101.0	0.1	90.2
CCOc1ccc(/C=N/N2CCN(Cc3ccccc3)CC2)cc1	0.1	95.9	100.8	102.5	90.4	103.1	3.0	95.3
O=C(CNc1n[nH]c(=O)[nH]c1=O)N/N=C/c1ccccc1	-0.1	110.9	104.9	100.8	103.7	101.0	0.3	103.6
COc1ccc(C)cc1NC(=O)C1CC(=O)OC12CCCCC2 (stereo not drawn)	1.3*	103.4	102.2	103.7	90.1	98.6	4.8	111.7
CCN(CC)CCCNC(=O)c1cc(Sc2nnc(C)s2)nc2ccccc12	-0.1	98.2	99.8	93.9	97.9	92.9	1.4	107.1
Cc1ccccc1OCC(=O)OC(C)C(=O)NC1CCCC1 (stereo not drawn)	0.1	89.4	91.1	92.2	81.4	91.8	5.2	85.9
CCOC(=O)C1CCCN(Cc2nc(Cc3ccccc3Cl)no2)C1 (stereo not drawn)	0.1	96.9	96.5	104.5	96.5	102.2	2.8	90.0
CSCc1cc(N(C)C)nc(SCc2ccc(Cl)c(Cl)c2)n1	0.1	90.2	87.9	99.9	104.7	102.6	3.6	107.2
N/C(CN1CCSCC1)=N\OCc1c(F)cccc1Cl	-0.2	90.5	102.9	91.4	105.6	98.4	0.4	107.7
Oc1[nH]c2ccccc2c1N=Nc1ccccc1F	0.1	100.3	90.8	97.8	107.0	105.7	53.6*	96.8
Cc1c(NC(=O)CSc2nnnn2-c2ccc(F)cc2)c(=O)n(-c2ccccc2)n1C	0.5	98.4	92.4	99.6	110.8	101.5	1.4	93.9
COc1cccc(NS(=O)(=O)c2ccc3c(c2)NC(=O)C(C)S3)c1 (stereo not drawn)	-0.1	99.7	96.2	93.5	93.2	98.4	-0.1	96.8
O=C(O)CCC(=O)Nc1ccc(Br)c(Cl)c1	0.0	101.6	98.5	98.0	90.0	103.0	0.1	98.6
O=C(CSc1ccccc1F)NC(=O)c1ccc(Cl)cc1	0.1	100.4	97.2	98.5	85.1	100.3	1.1	94.2
CCOC(=O)c1c(NC(=S)Nc2ccc(C)cc2)sc2c1CCC2	0.0	90.8	86.2	100.9	99.0	97.2	10.1	79.6
CC(C)CCN1C(=O)c2cccc3c(N)ccc(c23)C1=O	0.5*	84.0	88.9	93.9	111.4	92.5	64.9*	102.9
Cc1ccc(C)c(C(=O)OCC(=O)N(C)c2ccccc2)c1	-0.1	91.6	90.3	99.6	101.3	100.4	-1.1	104.1
O=C(O)CC12CC3CC(C1)CC(n1ncc(NCc4ccc(F)cc4Cl)c(Cl)c1=O)(C3)C2	0.2	92.4	97.9	98.3	104.0	106.1	1.9	90.2
CCCNC(=O)NC(C)C12CC3CC(CC(C3)C1)C2 (stereo not drawn)	-0.6	82.8	87.4	91.5	133.7	95.2	-1.4	102.2
COc1ccc(OC(C)C(=O)Nc2cccnc2)cc1 (stereo not drawn)	-0.1	116.2	117.0	107.5	94.7	111.8	-2.6	102.3
O=C(NC(=S)Nc1ccccn1)c1cccc([N+](=O)[O-])c1	-0.1	90.2	94.3	95.7	83.9	95.3	10.7	112.5
O=C(NCN1CCCCC1)c1cnccn1	0.0	90.0	86.7	87.2	98.8	85.4	-0.8	83.6
NC(=O)c1cc([N+](=O)[O-])ccc1NCc1cnccn1	0.1	94.8	86.7	99.3	98.0	97.9	8.0	126.9
O=C(O)c1cccc(N2C(=O)c3ccc(C(=O)c4cccc([N+](=O)[O-])c4)cc3C2=O)c1	0.0	100.7	113.0	109.5	93.0	107.8	2.0	123.0
c1ccc(Oc2nnc(-c3cccs3)c3ccccc23)cc1	0.2	98.8	93.8	102.2	101.7	110.4	1.1	96.5
O=C(O)CSc1nnc(-c2ccccc2O)n1Cc1ccccc1	0.1	92.7	100.7	99.3	115.1	98.7	1.9	x
O=C(COC(=O)C1CCN(S(=O)(=O)c2cccs2)CC1)Nc1ccccc1	0.6	x	92.5	94.0	114.4	92.2	-0.5	87.2
COc1ccc(/C=C2\Cc3ccccc3C2=O)cc1OC	0.1	86.2	77.8	99.7	96.5	98.8	x	98.0

Some of these compounds in order of number of heavy atoms, low to high.
SMILES	Efflux pump mplx	CIT2-GFP yeast	AGP1-GFP MLPCN	RPL19A-GFP yeast	CR mimetic SO	MEP2-GFP yeast	AHR act	LAP4 TOR yeast
O=C(NCN1CCCCC1)c1cnccn1	0.0	90.0	86.7	87.2	98.8	85.4	-0.8	83.6
NC(=O)c1cc([N+](=O)[O-])ccc1NCc1cnccn1	0.1	94.8	86.7	99.3	98.0	97.9	8.0	126.9
O=C(NC(=S)Nc1ccccn1)c1cccc([N+](=O)[O-])c1	-0.1	90.2	94.3	95.7	83.9	95.3	10.7	112.5
O=C(O)c1cccc(N2C(=O)c3ccc(C(=O)c4cccc([N+](=O)[O-])c4)cc3C2=O)c1	0.0	100.7	113.0	109.5	93.0	107.8	2.0	123.0

The list continues.
SMILES	Efflux pump mplx	CIT2-GFP yeast	AGP1-GFP MLPCN	RPL19A-GFP yeast	CR mimetic SO	MEP2-GFP yeast	AHR act	LAP4 TOR yeast
COc1ccccc1CC(=O)Nc1ccc2nc(C)sc2c1	-0.1	88.7	92.1	99.8	121.4	105.6	12.1	92.1
O=C(Cc1ccccc1[N+](=O)[O-])NC1CC1	0.0	97.4	109.2	95.5	109.4	111.0	0.6	103.1
CCOc1ccc(Nc2nc(N)c([N+](=O)[O-])c(NCc3ccccc3)n2)cc1	0.1	97.5	109.6	100.3	103.8	103.6	-0.1	110.3
C/C(=N\NC(=O)c1ccc(C)cc1C)c1ccc2c(c1)OCO2	-0.1	92.5	99.0	100.7	97.0	99.0	16.7	100.5
Cc1ccc2c(c1)N(Cc1cccc(F)c1)C(=O)C(C)O2 (stereo not drawn)	0.0	101.9	105.5	103.2	95.9	99.5	2.5	105.0
O=C(Cc1c(F)cccc1Cl)N(Cc1ccccc1)c1ccccn1	0.0	94.4	89.1	102.9	104.5	91.4	1.3	82.8
COc1ccc(C)cc1NC(=O)CN(C)C1CCCCC1	-0.1	83.7	83.9	83.1	106.9	73.7	-1.0	85.6
Cc1cc(C)n2nc(C(=O)N3CCOCC3)nc2n1	0.1	96.5	101.3	101.7	92.6	105.1	4.5	96.7
Cc1cccc(-n2ncc3c(NC(C)C)ncnc32)c1	-0.2	71.9	83.1	90.3	96.0	93.5	-5.3	134.8
COc1cccc(NC(=O)C2C3C=CC4(O3)C2C(=O)N(CCCN2CCCC(C)C2)C4C(=O)NC2CCCCC2C)c1 (stereo not drawn)	0.5	96.4	98.6	97.4	103.1	92.3	-0.9	96.9
CC(=O)COC(=O)c1cccc(N2C(=O)C3C4C=CC(C4)C3C2=O)c1 (stereo not drawn)	0.1	103.3	102.3	98.8	101.8	99.8	-2.4	104.9
Cc1ccc2nc(Nc3ccccc3)c(/C=N/O)c(=O)n2c1	0.2	99.5	87.7	97.0	97.6	97.5	33.5	101.5
CN(C)C(=S)NC(=O)C12CC3(C)CC(C)(CC(C)(C3)C1)C2	-0.1	94.0	97.7	96.8	83.8	97.8	1.7	114.7
COc1ccc(OC)c(S(=O)(=O)NCCc2cn3ccsc3n2)c1	0.1	94.7	99.2	98.4	118.9	99.9	3.7	100.3
CC1CC(C)CN(C(=O)c2ccc3c(c2)N(Cc2ccccc2)CCS3)C1 (stereo not drawn)	0.3	95.8	106.3	94.6	117.8	111.3	5.2	108.8

Compound profiles (already shown):
COc1ccccc1CC(=O)Nc1ccc2nc(C)sc2c1 reads Efflux pump mplx = -0.1; CIT2-GFP yeast = 88.7; AGP1-GFP MLPCN = 92.1; RPL19A-GFP yeast = 99.8; CR mimetic SO = 121.4; MEP2-GFP yeast = 105.6; AHR act = 12.1; LAP4 TOR yeast = 92.1
O=C(NO)c1ccc(C(=O)N(C2CCCCC2)C2CCCCC2)cc1 reads Efflux pump mplx = -0.1; CIT2-GFP yeast = x; AGP1-GFP MLPCN = 90.3; RPL19A-GFP yeast = 95.4; CR mimetic SO = 98.4; MEP2-GFP yeast = 100.5; AHR act = 5.1; LAP4 TOR yeast = 101.4
